Fam108B counter: Fam108B inhibition, counter-screen for RBBP9 inhibitors; recombinant Fam108B, FP-Rh probe fluorescence polarization; inhibition, % at 9.51 µM; 300,000 compounds, 0.33% hits; AID 1947;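 active = inhibition above the screen mean inhibition plus 3 SD, computed separately per campaign, cut at about 18% in these data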;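 also: inhibitors lower polarization as less probe binds the enzyme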
PME-1 primary: blocks human protein phosphatase methylesterase 1 | inhibition, % at 5.9 µM | 320,000 compounds, 0.53% hits | Q9Y570 | AID 2130 | recombinant PME-1, FP-Rh probe fluorescence polarization;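 active = inhibition above the campaign mean of all compounds plus 3 SD, cut at about 26% in these data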;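 also: competitive labeling of PME-1 active site by serine hydrolase directed probe; 0% = PME-1 with DMSO and 100% = wells lacking PME-1 enzyme; inhibitors block probe labeling so polarization falls and inhibition rises; many of its hits are not listed in these tables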
PAFAH1B2 inh: inhibitors of human PAFAH1B2; P68402; recombinant PAFAH1B2, FP-rhodamine activity probe, fluorescence polarization; inhibition, % at 3.39 µM; 340,000 compounds, 1.2% hits;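 active = inhibition above the mean of all tested compounds plus 3 SD, cut at about 24% in these data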;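 also: 0% = enzyme with DMSO and 100% = wells lacking PAFAH1B2; many of its hits are not listed in these tables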
Target sequence (P68402 whole entry, looked up): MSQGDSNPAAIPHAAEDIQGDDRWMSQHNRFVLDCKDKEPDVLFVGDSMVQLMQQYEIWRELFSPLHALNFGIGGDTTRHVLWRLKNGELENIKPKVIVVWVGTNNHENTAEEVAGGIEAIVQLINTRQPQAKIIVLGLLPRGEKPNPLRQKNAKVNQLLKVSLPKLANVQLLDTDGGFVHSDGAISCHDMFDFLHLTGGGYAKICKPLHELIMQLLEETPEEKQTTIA
PAFAH2 FP inh: PAFAH2 (human) inhibition; inhibition, % at 3.39 µM; recombinant PAFAH2, FP-rhodamine activity probe, fluorescence polarization; Q99487; 340,000 compounds, 0.99% hits;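 active = inhibition above the mean over all tested compounds plus 3 SD, cut at about 30% in these data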;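 also: inhibitors block probe labeling of enzyme so polarization drops; 0% = enzyme with DMSO and 100% = wells lacking PAFAH2 protein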
PAD4 FP inh: PAD4 (human) enzyme inhibition; Q9UM07; recombinant PAD4, RCA probe fluorescence polarization; 330,000 compounds, 0.41% hits; inhibition, % at 6.36 µM;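 active = percent inhibition above a cutoff equal to the mean of all tested compounds plus 3 SD, cut at about 15% in these data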;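 also: 0% = PAD4 with RCA probe and DMSO and 100% = probe without PAD4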
pPAFAH FP inh: inhibitors of human plasma PAF acetylhydrolase (pPAFAH); Q13093; recombinant pPAFAH, FP-rhodamine probe fluorescence polarization; inhibition, % at 3.39 µM; 330,000 compounds, 1.5% hits;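 active = inhibition above the mean inhibition across the screen plus 3 SD, cut at about 25% in these data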;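 also: inhibitors block binding of the rhodamine activity-based probe so polarization drops; 0% = enzyme with DMSO and 100% = wells lacking pPAFAH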
GSTO1 inh: counter-screen for RBBP9 inhibitors: inhibitors of human GSTO1; P78417; recombinant GSTO1, activity-based probe fluorescence polarization; inhibition, % at 5.96 µM; 300,000 compounds, 1.1% hits;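 active = inhibition above the campaign mean inhibition plus 3 SD, cut at about 35% in these data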;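 also: 0% = GSTO1-1 with DMSO and 100% = wells lacking GSTO1-1 enzyme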
Target sequence (P78417 whole entry, looked up): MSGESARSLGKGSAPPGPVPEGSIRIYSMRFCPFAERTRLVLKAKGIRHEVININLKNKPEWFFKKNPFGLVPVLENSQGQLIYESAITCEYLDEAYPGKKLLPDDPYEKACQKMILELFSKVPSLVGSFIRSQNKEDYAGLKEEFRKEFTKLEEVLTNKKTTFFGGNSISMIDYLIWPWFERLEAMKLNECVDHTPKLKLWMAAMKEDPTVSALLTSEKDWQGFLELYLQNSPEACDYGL
LYPLA1 inh: counter-screen for PME1 inhibitors: inhibitors of human LYPLA1. recombinant LYPLA1, FP-Rh probe fluorescence polarization. O75608. 320,000 compounds, 0.16% hits. AID 2174. inhibition, % at 5.9 µM;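 active = inhibition above the mean of all tested compounds plus 3 SD, set per campaign, cut at about 14% in these data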;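 also: inhibitors block serine hydrolase probe labeling of LYPLA1 so polarization falls; 0% = enzyme with DMSO and 100% = wells lacking LYPLA1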
Target sequence (O75608 whole entry, looked up): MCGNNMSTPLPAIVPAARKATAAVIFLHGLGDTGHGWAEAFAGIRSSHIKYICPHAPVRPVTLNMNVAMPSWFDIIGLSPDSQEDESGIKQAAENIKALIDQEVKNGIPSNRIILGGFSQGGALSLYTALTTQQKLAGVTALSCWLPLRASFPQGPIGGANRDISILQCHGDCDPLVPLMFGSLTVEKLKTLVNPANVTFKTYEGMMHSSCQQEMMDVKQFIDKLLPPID
PAFAH1B3 inh: blocks human PAF acetylhydrolase 1B catalytic subunit 3; Q15102; recombinant PAFAH1B3, FP-rhodamine probe, fluorescence polarization; inhibition, % at 3.39 µM; 340,000 compounds, 0.28% hits;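 active = inhibition above the screen-wide average of all tested compounds plus 3 SD, cut at about 25% in these data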;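 also: 0% = enzyme with DMSO only and 100% = wells lacking PAFAH1B3 protein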
Target sequence (Q15102 whole entry, looked up): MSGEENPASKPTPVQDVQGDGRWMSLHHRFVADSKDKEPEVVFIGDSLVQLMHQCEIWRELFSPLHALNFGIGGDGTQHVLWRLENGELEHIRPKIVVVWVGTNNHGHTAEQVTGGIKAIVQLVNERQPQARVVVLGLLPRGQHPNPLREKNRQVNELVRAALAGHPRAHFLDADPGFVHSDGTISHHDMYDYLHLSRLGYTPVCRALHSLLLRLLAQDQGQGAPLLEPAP
Starred values were filed as active, the others as inactive.

Cc1cc2nc(N)sc2cc1[N+](=O)[O-] was read as Fam108B counter -2, PME-1 primary -1, PAFAH1B2 inh -4, PAFAH2 FP inh -8, PAD4 FP inh -1, pPAFAH FP inh 6, GSTO1 inh -1, LYPLA1 inh -1 and PAFAH1B3 inh 4.
CCc1cc2ccc(OC)cc2nc1SCC(=O)N1CCN(C(=O)c2ccco2)CC1 was read as Fam108B counter 2, PME-1 primary 1, PAFAH1B2 inh 7, PAFAH2 FP inh 8, PAD4 FP inh -2, pPAFAH FP inh 7, GSTO1 inh -10, LYPLA1 inh -1 and PAFAH1B3 inh 9.
Screening O=C(CNS(=O)(=O)c1ccc(Br)cc1)N1CCOCC1 returned Fam108B counter -4, PME-1 primary 4, PAFAH1B2 inh 16, PAFAH2 FP inh 3, PAD4 FP inh 0, pPAFAH FP inh 0, GSTO1 inh 3, LYPLA1 inh 1 and PAFAH1B3 inh 2.
CCSc1ncc(Cl)c(C(=O)Nc2ccc(S(N)(=O)=O)cc2)n1 was read as Fam108B counter -1, PME-1 primary -6, PAFAH1B2 inh 0, PAFAH2 FP inh -7, PAD4 FP inh -1, pPAFAH FP inh -7, GSTO1 inh 3, LYPLA1 inh -1 and PAFAH1B3 inh 8.
For CC(C)[C@H](NC(=O)C1CCN(S(=O)(=O)c2ccccc2)CC1)C(=O)NCc1ccc(F)cc1 the results were Fam108B counter -2, PME-1 primary 6, PAFAH1B2 inh 9, PAFAH2 FP inh 1, PAD4 FP inh -2, pPAFAH FP inh 1, GSTO1 inh 1, LYPLA1 inh 1 and PAFAH1B3 inh 3.
COc1ccc(C2CC(C(F)(F)F)n3nc(C(=O)NCc4cn(C)nc4C)c(Cl)c3N2)cc1 (stereo not drawn) was read as Fam108B counter -4, PME-1 primary -8, PAFAH1B2 inh 2, PAFAH2 FP inh -3, PAD4 FP inh -9, pPAFAH FP inh -2, GSTO1 inh -8, LYPLA1 inh 0 and PAFAH1B3 inh 6.
COc1cnc(SC(C)C)[nH]c1=O was read as Fam108B counter -1, PME-1 primary 0, PAFAH1B2 inh 0, PAFAH2 FP inh -7, PAD4 FP inh -2, pPAFAH FP inh 2, GSTO1 inh -3, LYPLA1 inh 0 and PAFAH1B3 inh 0.
Screening Cc1ccc(S(=O)(=O)N2CCOC23CCN(C(=O)c2ccc(Cl)cc2Cl)CC3)cc1 returned Fam108B counter -5, PME-1 primary 8, PAFAH1B2 inh 1, PAFAH2 FP inh 8, PAD4 FP inh -2, pPAFAH FP inh 6, GSTO1 inh 4, LYPLA1 inh -1 and PAFAH1B3 inh 8.
CCSc1nnc(NC(=O)c2cccc(S(=O)(=O)N(C)c3ccccc3)c2)s1 was read as Fam108B counter -3, PME-1 primary 1, PAFAH1B2 inh 8, PAFAH2 FP inh -3, PAD4 FP inh 2, pPAFAH FP inh 1, GSTO1 inh -43, LYPLA1 inh -4 and PAFAH1B3 inh -2.
Screening CC(=O)Nc1ccc(SCCN2CC[C@@H](C(C)(C)C)CCC2=O)cc1 returned PME-1 primary 1, PAFAH1B2 inh 2, PAFAH2 FP inh -2, PAD4 FP inh 7, pPAFAH FP inh 0, LYPLA1 inh -4 and PAFAH1B3 inh -2.
Screening CCc1nc2ccc(C(=O)N3CCN(c4cc(C)ccc4C)CC3)cc2nc1CC returned Fam108B counter -1, PME-1 primary 2, PAFAH1B2 inh -8, PAFAH2 FP inh -1, PAD4 FP inh -1, pPAFAH FP inh 1, GSTO1 inh -4, LYPLA1 inh 7 and PAFAH1B3 inh 5.
Cc1cccc(NC(=O)CSc2ccc(-c3ccccn3)nn2)c1C was read as Fam108B counter -9, PME-1 primary 2, PAFAH1B2 inh 1, PAFAH2 FP inh -1, PAD4 FP inh 0, pPAFAH FP inh -1, GSTO1 inh -1, LYPLA1 inh 3 and PAFAH1B3 inh 5.
For CC(C(=O)N1CCN(C2c3ccccc3-c3ccccc32)CC1)N1C(=O)c2ccccc2C1=O (stereo not drawn) the results were Fam108B counter 4, PME-1 primary 3, PAFAH1B2 inh -1, PAFAH2 FP inh -7, PAD4 FP inh -1, pPAFAH FP inh 9, GSTO1 inh 7, LYPLA1 inh -3 and PAFAH1B3 inh 6.
Screening Cc1ccc(-c2nc(NC(=O)CSc3nnc(C)s3)ns2)cc1 returned Fam108B counter -1, PME-1 primary 1, PAFAH1B2 inh 1, PAFAH2 FP inh 3, PAD4 FP inh -1, pPAFAH FP inh 6, GSTO1 inh 2, LYPLA1 inh 0 and PAFAH1B3 inh 4.
For CSCCC(NC(=O)c1ccco1)C(=O)NC1CCCCCC1 (stereo not drawn) the results were Fam108B counter -1, PME-1 primary 4, PAFAH1B2 inh 8, PAFAH2 FP inh 3, PAD4 FP inh 2, pPAFAH FP inh 1, GSTO1 inh -2, LYPLA1 inh 2 and PAFAH1B3 inh 14.
For Cc1nn(Cc2ccc(Cl)cc2)c(=O)n1N(C)c1ncc(C(F)(F)F)cc1Cl the results were Fam108B counter -2, PME-1 primary -6, PAFAH1B2 inh -4, PAFAH2 FP inh -1, PAD4 FP inh 7, pPAFAH FP inh 5, GSTO1 inh -2, LYPLA1 inh 1 and PAFAH1B3 inh -1.
For Cc1cc(C)c(NC(=O)CN2CCCCCC2)c(C)c1 the results were Fam108B counter -1, PME-1 primary 3, PAFAH1B2 inh -1, PAFAH2 FP inh -1, PAD4 FP inh -2, pPAFAH FP inh -2, GSTO1 inh 3, LYPLA1 inh 4 and PAFAH1B3 inh 2.
For CCC(C)NC(=O)Cn1c(=O)n(CCCCCC(=O)Nc2ccccc2)c(=O)c2sccc21 (stereo not drawn) the results were Fam108B counter 4, PME-1 primary 11, PAFAH1B2 inh 5, PAFAH2 FP inh -3, PAD4 FP inh 2, pPAFAH FP inh 2, GSTO1 inh 0, LYPLA1 inh -1 and PAFAH1B3 inh -7.
`Cc1cccc(C(=O)NNC(=O)c2n[nH]c(=O)c3ccccc23)c1C` gave PME-1 primary 4, PAFAH1B2 inh -1, PAFAH2 FP inh -6, PAD4 FP inh -1, pPAFAH FP inh -5, LYPLA1 inh 2 and PAFAH1B3 inh -6.
C(=N/N1CCN(c2ccccc2)CC1)/c1cccs1 was read as Fam108B counter 1, PME-1 primary 1, PAFAH1B2 inh 6, PAFAH2 FP inh 10, PAD4 FP inh -4, pPAFAH FP inh 3, GSTO1 inh 6, LYPLA1 inh 1 and PAFAH1B3 inh 1.
Screening Cc1nc(SCC(=O)NC(C)(C#N)C2CC2)c2c(-c3cccs3)csc2n1 (stereo not drawn) returned Fam108B counter 0, PME-1 primary 13, PAFAH1B2 inh 4, PAFAH2 FP inh -4, PAD4 FP inh -2, pPAFAH FP inh 3, GSTO1 inh 7, LYPLA1 inh -1 and PAFAH1B3 inh 8.
Screening COc1ccccc1NC(=O)N(Cc1ccco1)Cc1cc2cc(C)cc(C)c2[nH]c1=O returned Fam108B counter 1, PME-1 primary -6, PAFAH1B2 inh 2, PAFAH2 FP inh 1, PAD4 FP inh -6, pPAFAH FP inh 6, GSTO1 inh -7, LYPLA1 inh 2 and PAFAH1B3 inh 3.
`COc1ccc(/C=C2/SC(=S)N(CCCC(=O)Nc3cccc(O)c3)C2=O)cc1` gave Fam108B counter -6, PME-1 primary -20, PAFAH1B2 inh -7, PAFAH2 FP inh 0, PAD4 FP inh 0, pPAFAH FP inh 6, GSTO1 inh -11, LYPLA1 inh -26 and PAFAH1B3 inh -1.
`O=C(c1ccc(Cl)c(S(=O)(=O)N2CCCCC2)c1)N1CCCCCC1` gave Fam108B counter 1, PME-1 primary 7, PAFAH1B2 inh 0, PAFAH2 FP inh 6, PAD4 FP inh -4, pPAFAH FP inh 7, GSTO1 inh 12, LYPLA1 inh -1 and PAFAH1B3 inh 0.
For C=CCn1c(-c2ccc(S(=O)(=O)N3CCOCC3)cc2)csc1=Nc1ccccc1 the results were Fam108B counter 3, PME-1 primary -3, PAFAH1B2 inh -2, PAFAH2 FP inh 3, PAD4 FP inh -2, pPAFAH FP inh 10, GSTO1 inh 0, LYPLA1 inh 4 and PAFAH1B3 inh -3.
`O=S(=O)(Nc1ccccn1)c1ccc(Oc2ccccc2)cc1` gave Fam108B counter 2, PME-1 primary -3, PAFAH1B2 inh 6, PAFAH2 FP inh -3, PAD4 FP inh 2, pPAFAH FP inh 7, GSTO1 inh 6, LYPLA1 inh 0 and PAFAH1B3 inh -2.
For NS(=O)(=O)c1cccc(NC(=O)CSc2nc3ccccc3c(=O)n2Cc2ccco2)c1 the results were PAFAH1B2 inh 0, PAFAH2 FP inh -5, PAD4 FP inh -4, pPAFAH FP inh -6 and PAFAH1B3 inh -5.
Screening COc1ccc2cc([C@H](C)C(=O)N(C)Cc3ccccc3N3CCCC3)ccc2c1 returned Fam108B counter -6, PME-1 primary 10, PAFAH1B2 inh -2, PAFAH2 FP inh 3, PAD4 FP inh -5, pPAFAH FP inh -3, GSTO1 inh 9, LYPLA1 inh -5 and PAFAH1B3 inh 0.
CN1CCN(c2ccccc2NC(=O)COc2ccc(Cl)cc2)CC1 was read as Fam108B counter -2, PME-1 primary 5, PAFAH1B2 inh 0, PAFAH2 FP inh -7, PAD4 FP inh -2, pPAFAH FP inh 4, GSTO1 inh -2, LYPLA1 inh -2 and PAFAH1B3 inh 9.
Screening C/C(CCC(=O)O)=N/Nc1ccc([N+](=O)[O-])cc1[N+](=O)[O-] returned Fam108B counter -2, PME-1 primary 1, PAFAH1B2 inh -4, PAFAH2 FP inh -1, PAD4 FP inh -10, pPAFAH FP inh -2, GSTO1 inh 38*, LYPLA1 inh 1 and PAFAH1B3 inh 3.
`CN(C)c1ccc(NC(=O)c2ccc3nc[nH]c3c2)cc1` gave Fam108B counter 4, PME-1 primary 5, PAFAH1B2 inh 3, PAFAH2 FP inh 0, PAD4 FP inh -9, pPAFAH FP inh 7, GSTO1 inh 5, LYPLA1 inh 2 and PAFAH1B3 inh -7.
`O=C(Cn1nnc(-c2ccccc2F)n1)NCCc1ccccc1` gave Fam108B counter 2, PME-1 primary -4, PAFAH1B2 inh 8, PAFAH2 FP inh -1, PAD4 FP inh 4, pPAFAH FP inh 4, GSTO1 inh -5, LYPLA1 inh -2 and PAFAH1B3 inh 17.
For CC(=O)c1cccc(NC(=O)C(C)OC(=O)c2cc(=O)[nH]c3ccccc23)c1 (stereo not drawn) the results were Fam108B counter -3, PME-1 primary -2, PAFAH1B2 inh -3, PAFAH2 FP inh -1, PAD4 FP inh -6, pPAFAH FP inh 3, GSTO1 inh 5, LYPLA1 inh 1 and PAFAH1B3 inh 8.
For COC1CCN(C(=O)c2ccc(OC3CCN(Cc4ccccn4)CC3)cc2)CC1 the results were Fam108B counter 5, PME-1 primary 2, PAFAH1B2 inh -2, PAFAH2 FP inh -1, PAD4 FP inh 3, pPAFAH FP inh -3, GSTO1 inh 6, LYPLA1 inh -2 and PAFAH1B3 inh -1.
`Cc1ccccc1-c1nc(CS(=O)CC(=O)NC(C)CCc2ccccc2)c(C)o1` (stereo not drawn) gave Fam108B counter -1, PME-1 primary -5, PAFAH1B2 inh 1, PAFAH2 FP inh 2, PAD4 FP inh 1, pPAFAH FP inh 7, GSTO1 inh 3, LYPLA1 inh 2 and PAFAH1B3 inh -2.
Screening CN1CCN(S(=O)(=O)c2cccc(C(=O)N3CCN(c4ccccc4F)CC3)c2)CC1 returned PME-1 primary -1, PAFAH1B2 inh 5, PAFAH2 FP inh 4, PAD4 FP inh -4, pPAFAH FP inh 5, LYPLA1 inh 1 and PAFAH1B3 inh 10.

Source: PubChem (The Scripps Research Institute Molecular Screening Center)

These rows are one share of the data; rates above refer to the full screens.
